# PolyA inhibitor – blocks polyadenylation in yeast reporter cells. S. cerevisiae SKY197-pL101 polyadenylation reporter, beta-gal luminescence; efflux-impaired pdr1/pdr3 knockout yeast; score 100 = 6 SD above DMSO. calls only at 12 µM. 300,000 tested, 0.02% active. AID 1875;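 active = lowest replicate activity score at least 50, where 100 means six control SD above control mean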;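 also: yeast exposed to compound for 9 h at 30 °C; higher score means more reporter readthrough which indicates perturbed polyadenylation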
# HSF1 activator – increases HSF-1 driven luciferase reporter signal. NIH3T3-HGL HSF-1 luciferase reporter, MG132, 8 h; 100% = twice DMSO control signal. activation, % at 9 µM. 300,000 tested, 1.7% active;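 active = mean replicate activation of at least 50% with a set share of replicates each reaching 50%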;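 also: 0% = median of the neutral control wells and 100% = twice that signal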
# GSK3 alpha inh – human GSK-3 alpha kinase inhibition; ADP-Glo luminescence, 60 min; inhibition, % at 10 µM; 320,000 tested, 0.1% active; AID 2650;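 in the data active = inhibition above about 50%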;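 also: GST-tagged GSK-3 alpha with peptide substrate and 25 µM ATP; 0% = DMSO neutral wells and 100% = GW8510 positive control wells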
# Target sequence (P49840 whole entry, looked up): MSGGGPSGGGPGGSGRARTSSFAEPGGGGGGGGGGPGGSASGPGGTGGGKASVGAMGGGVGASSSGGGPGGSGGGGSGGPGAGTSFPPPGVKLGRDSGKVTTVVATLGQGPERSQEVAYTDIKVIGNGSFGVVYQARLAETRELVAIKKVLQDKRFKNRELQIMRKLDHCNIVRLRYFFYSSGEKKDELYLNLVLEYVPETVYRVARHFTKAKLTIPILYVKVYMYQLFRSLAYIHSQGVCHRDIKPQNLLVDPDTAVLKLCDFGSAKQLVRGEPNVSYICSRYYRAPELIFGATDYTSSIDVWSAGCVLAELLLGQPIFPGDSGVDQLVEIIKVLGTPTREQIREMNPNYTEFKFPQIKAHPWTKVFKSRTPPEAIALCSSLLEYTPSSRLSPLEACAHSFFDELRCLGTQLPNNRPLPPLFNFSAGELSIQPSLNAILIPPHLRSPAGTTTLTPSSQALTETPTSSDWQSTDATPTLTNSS
# IEC-6 cytotox – counter-screen for KLF5 inhibitors: cytotoxicity in IEC-6 cells. IEC-6 cytotoxicity, luminescence viability. inhibition, % at 5 µM. 290,000 tested, 0.78% active. AID 1825; in the data active = inhibition above about 22%;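 also: 0% = plate median of test compound wells and 100% = cytotoxic reference compound wells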
# KLF5 inh – suppresses KLF5 promoter-driven expression; DLD-1 KLF5 promoter-luciferase reporter, luminescence; inhibition, % at 5 µM; 290,000 tested, 0.23% active; AID 1700;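 active = inhibition above a per-plate limit of that plate's mean compound inhibition plus 3 SD, cut at about 60% in these data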;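 also: 0% = DMSO wells and 100% = LY294002 at 200 µM; higher means less KLF5 promoter-driven luciferase light; inactives centre near -14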
# HSP90 refold inh – HSP90 refolding inhibition in rabbit reticulocyte lysate; inhibition, % at 5.6 µM; luciferase refolding luminescence, 3 h; 290,000 tested, 0.91% active;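 active = inhibition above the screen-wide mean plus 3 SD, computed separately per campaign, cut at about 16% in these data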;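 also: 0% = DMSO wells and 100% = 60 µM geldanamycin wells; inhibitors lower the luminescence because luciferase stays unfolded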
# HSF1 inh – HSF1 inhibition; 300,000 tested, 0.77% active; activity change, negative = inhibition, % at 7.5 µM (by protocol); NIH3T3-HGL HSE-luciferase, MG132-induced, luminescence 8 h; active compounds read low;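 active = more than half of replicate wells show activity change below -50%, luminescence cut by over half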;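 also: luciferase reports HSF-1 transcriptional activity via heat shock element; 0% = median of DMSO wells and -100% = zero luminescence signal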
# GSK3B inh – blocks human GSK3beta kinase activity; P49841; GST-GSK3beta kinase, ADP-Glo luminescence, 60 min; active compounds read low; activity score (negative = inhibition), % at 10 µM; 300,000 tested, 0.038% active;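 active = more than half of replicate wells score below -50%, meaning over 50% inhibition versus plate controls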;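 also: 0% = median DMSO wells and -100% = median GW8510 positive control wells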
# Target sequence (P49841 whole entry, looked up): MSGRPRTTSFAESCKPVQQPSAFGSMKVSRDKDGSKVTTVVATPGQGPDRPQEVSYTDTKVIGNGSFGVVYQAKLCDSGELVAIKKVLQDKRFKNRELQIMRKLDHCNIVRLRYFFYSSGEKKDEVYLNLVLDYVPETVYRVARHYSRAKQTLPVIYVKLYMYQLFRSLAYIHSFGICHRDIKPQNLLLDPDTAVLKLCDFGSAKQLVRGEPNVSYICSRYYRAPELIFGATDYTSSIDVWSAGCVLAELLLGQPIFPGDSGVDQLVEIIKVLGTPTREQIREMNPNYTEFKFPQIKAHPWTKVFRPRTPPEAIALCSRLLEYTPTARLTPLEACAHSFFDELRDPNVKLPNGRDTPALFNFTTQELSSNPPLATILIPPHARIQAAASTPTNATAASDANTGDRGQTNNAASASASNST
#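 Assay system: GST-tagged human GSK3beta kinase, cell-free; Input: 1.6 ng GSK3beta; Medium: Tris/MgCl2 kinase buffer; Timing: 60 min enzyme reaction, room temperature; Signal: ADP-Glo luminescence quantifying ADP generated by kinase; Evaluation: score relative to plate controls; Benchmarks: DMSO neutral wells and GW8510 at 20 µM as positive.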
# aSyn 5UTR inh – MLPCN primary screen, SNCA 5' untranslated region; alpha-synuclein 5'UTR reporter, inhibitor activity; 300,000 tested, 0.82% active; inhibition, % (tested at 7.5 µM); in the data active = inhibition above about 60%;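 also: H4 neuroglioblastoma cells stably carrying SNCA 5'UTR luciferase fusion; 0% = DMSO wells and 100% = positive control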
# AI-2 QS mod – Vibrio harveyi AI-2 quorum sensing modulation. Vibrio harveyi JMH597 AI-2 luminescence/OD600 ratio, 9 h; active compounds read low; strain lacks LuxN and CqsS sensors; 0 = neutral-control median. activity change, % at 7.5 µM. 300,000 tested, 0.4% active. AID 2094; in the data active = activity change below about -75%, passing the limit was not always enough;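 also: luminescence divided by OD600 gain over 9 h not by final OD600 alone; inactives centre near 13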
# * = called active by the depositor; i = inactive; x = no result given; & = joins results of further samples.
SMILES,PolyA inhibitor,HSF1 activator,GSK3 alpha inh,IEC-6 cytotox,KLF5 inh,HSP90 refold inh,HSF1 inh,GSK3B inh,aSyn 5UTR inh,AI-2 QS mod
CN(c1ccc(C(=O)Nc2ccc3c(c2)OCCO3)cc1)S(C)(=O)=O,i,12.8,-2.3,4.9,-115.3,2.2,7.1,-0.4,-149.4,55.8
CC(C)(C)C(=O)NNC(=O)COc1ccc2ccccc2c1Br,i,3.6,-3.0,-4.4,-13.6,0.1,-4.9,7.3,1.4,13.0
C[C@H](CCC(=O)O)[C@H]1CC[C@H]2[C@@H]3[C@H](O)C[C@@H]4C[C@H](O)CC[C@]4(C)[C@H]3C[C@H](O)[C@]12C,i,2.1&-20.3&7.5,-3.3&-2.6&-2.8,-3.8,-16.4,-4.5,-0.7&1.4&-1.1,0.1&0.4&1.1,17.5&-2.1&6.4,11.4&3.4&-1.9
CCCCc1nc2cc(C(=O)N(C)CCc3cn[nH]c3)ccc2o1,i,18.5,-1.9,1.7,-53.8,-3.1,6.4,2.9,-47.6,-22.4
O=C(COC(=O)C1CCN(S(=O)(=O)c2cc([N+](=O)[O-])ccc2Cl)CC1)Nc1ncc(Cl)cc1Cl,i,14.4,-0.7,-10.2,-24.4,1.4,-2.4,1.9,-19.9,56.3
Cc1nc2ccccc2c(C)c1CC(=O)N(CC(C)C)c1c(N)n(Cc2ccccc2)c(=O)[nH]c1=O,i,-3.5,-3.1,x,x,x,-3.7,-1.7,4.0,14.0
COc1cc(/C=C/C(=O)Nc2ccc3[nH]c(=O)[nH]c3c2)cc(OC)c1OC,i,2.1,-1.1,-6.6,-5.8,0.6,0.7,-6.9,-23.6,14.6
CCOc1ccc(OCC)c(NC(=O)C2COc3ccccc3O2)c1 (stereo unspecified),i,8.6,x,8.1,-25.7,2.4,-3.1,-1.0,2.8,31.6
Cc1ccc(N(C(=O)Cc2cccs2)C(C(=O)NC2CCCCC2)c2ccccn2)cc1C (stereo unspecified),i,16.7,-0.4,-2.3,2.8,-1.0,10.9,-1.5,2.2,7.9
C=CCn1c(Cc2csc(N)n2)nnc1SCc1ccc(C(=O)OC)cc1,i,12.0,0.3,2.2,-11.2,0.0,9.0,1.3,-4.1,16.7
C#CCOCCOCCOCCNc1nc(N2CCOCC2)nc(N2CCN(C(=O)[C@H](CCC(=O)O)n3cc(C(N)Cc4ccc(O)cc4)nn3)CC2)n1 (stereo partly specified),i,-3.4,-1.8,6.7,9.0,0.5,-0.9,0.8,0.4,24.0
CSc1nccc(NC(=O)c2ccc(C(C)(C)C)cc2)n1,i,4.8,0.8,-1.7,-26.9,-3.3,10.8,-4.2,-147.2,32.4
CCOc1ccc(C(Nc2ccc(C)cc2)P2(=O)OCCCO2)cc1 (stereo unspecified),i,-21.3,-1.6,-7.3,-24.4,-9.9,-7.3,2.8,-2.4,0.7
Cc1c(NC(=O)C(C)OC(=O)CNC(=O)c2ccc(C(C)(C)C)cc2)c(=O)n(-c2ccccc2)n1C (stereo unspecified),i,12.9,3.8,-1.6,3.8,-0.3,10.7,2.6,33.8,16.6
COc1ccc(NC(=O)Cn2c(=O)n(CCC(=O)NCC3CCCO3)c(=O)c3cc(OC)c(OC)cc32)cc1 (stereo unspecified),i,6.7,-0.6,2.5,0.8,0.3,-3.1,x,16.3,x
Cc1noc(C)c1CSc1nnc2scc(-c3ccc(Cl)cc3)n12,i,-35.1,-0.9,-3.8,-1.0,1.1,-15.4,0.7,30.3,-4.4
CC(C)(C)NC(=O)C(c1c[nH]c2ccccc12)N(C(=O)Cn1nnc(-c2ccc(Cl)cc2)n1)c1ccccc1F (stereo unspecified),i,-2.8,1.7,-10.6,4.9,-0.9,3.5,0.6,17.9,7.0
COc1ccc(Br)cc1C1SCCN1S(C)(=O)=O (stereo unspecified),i,-2.3,-2.0,6.2,-5.3,3.8,-6.5,-0.9,6.3,24.9
Cc1cccc(COc2coc(CN3CCN(C(=O)c4ccco4)CC3)cc2=O)c1,i,-3.1,-4.2,x,x,x,-3.1,-2.3,9.7,14.1
O=C(CSc1ccc([N+](=O)[O-])cn1)Nc1ccc(N2CCOCC2)c(Cl)c1,i,10.8,-1.7,2.4,4.6,1.3,8.2,2.8,-3.8,43.0
COc1ccc(Cc2nn[nH]n2)cc1,i,0.6,-14.1,1.4,-32.3,-0.1,-2.7,3.2,-2.1,20.2
COc1cc(OC)c(OC)cc1CN1CCCC(C(=O)c2ccc3c(c2)OCO3)C1 (stereo unspecified),x,0.4,-2.4,5.1,9.0,8.2,7.5,-2.0,0.8,12.7
O=C(O)CSc1nc2ccccc2n1C1CCCCC1,i,8.4,-2.0,0.7,9.2,3.0,0.7,2.4,11.3,31.7
CCc1cc(C(=O)Nc2cc(S(=O)(=O)N(CC)CC)ccc2N2CCOCC2)sc1C,i,10.5,-0.5,x,x,x,5.3,-2.4,-37.5,16.7
Cc1ccc(C(=O)NCCCN2CCOCC2)cc1Cl,i,7.7,2.7,-4.6,-36.7,0.7,-3.0,0.7,-18.7,15.8
SMILES,PolyA inhibitor,HSF1 activator,GSK3 alpha inh,IEC-6 cytotox,KLF5 inh,HSP90 refold inh,HSF1 inh,GSK3B inh,aSyn 5UTR inh,AI-2 QS mod
FC(F)(F)c1nnc(Nc2ccc(Cl)cc2)s1,i,-1.4,-0.6,7.5,-16.7,-1.8,-6.5,2.5,-10.9,19.7
Cn1nc(-c2ccc(C(=O)NCC3CCCO3)cc2)c2ccccc2c1=O (stereo unspecified),i,5.9,3.3,1.2,-5.6,1.3,-6.2,-4.6,2.6,-5.5
COCCn1cnnc1SCC(=O)Nc1ccc(Br)cc1F,i,-10.8,1.4,6.0,-32.9,-3.6,-2.8,4.2,4.5,14.1
C=CCN1C(=O)/C(=C/c2ccc(N(C)C)cc2)S/C1=N\c1nnc(CC)s1,i,2.8,x,1.1,-43.4,2.8,-6.0,2.1,-65.0,8.4
COc1cccc(/C=N/Nc2ncnc3scc(-c4ccccc4)c23)c1OC,i,8.3,-1.9,-3.8,-26.4,-2.7,7.2,1.8,-2.0,8.5
COc1ccc(NC(=O)CSc2nc3sc(C)cc3c(=O)n2C)c(OC)c1,i,22.7,-1.3,9.1,-15.0,-2.8,8.1,1.2,12.4,17.6
CCCCN(CCCC)S(=O)(=O)c1ccc(N2CCCC2=O)c([N+](=O)[O-])c1,i,18.5,0.7,2.2,-29.0,0.0,-7.5,0.1,-11.5,4.4
Cc1cc(C)cc(C(=O)NCC(=O)OCC(=O)N2CCCCC2)c1,i,-4.0,1.0,2.7,-19.7,-2.9,-5.2,-1.5,22.0,9.6
CCN(CC)C(=O)Cn1cc(S(=O)(=O)CC(=O)NCCc2ccccc2)c2ccccc21,i,7.6,-2.0,-2.5,-31.7,-4.3,2.1,0.9,22.2,17.6
O=C(COc1ccc(Br)cc1Br)NN1C(=O)c2ccccc2C1=O,i,-2.9,-3.1,x,x,x,-2.8,-1.6,5.9,19.7
Cc1cccn2c(=O)c(C=Nc3ccccc3)c(NCc3ccco3)nc12,i,31.2,-3.2,2.2,8.7,-2.8,0.7,-0.4,-117.9,10.8
CC(COc1ccccc1)N1CCC(CO)(Cc2ccccc2)CC1 (stereo unspecified),x,0.4,-0.3,2.8,-14.4,1.0,-2.5,0.9,-33.1,7.8
CCn1cnc2sc(C(=O)Oc3ccc(Br)cc3)c(C)c2c1=O,i,19.9,-0.4,1.3,-14.0,-2.7,5.2,3.8,-77.0,5.2
COc1cc(S(=O)(=O)N2CCN(C(=O)c3ccccc3F)CC2)c(OC)cc1NC(C)=O,i,-3.1,x,-0.4,-18.5,-1.8,-15.1,1.3,19.7,5.0
Cn1c(C(=O)N2CCCC(C(=O)NCCc3ccccc3)C2)cc2sccc21 (stereo unspecified),i,27.1,-2.3,2.4,-11.9,0.7,10.7,1.2,-41.7,0.3
CCOC(=O)C(C(=O)OCC)[C@@H]1CS(=O)(=O)C[C@H]1C(C(=O)OCC)C(=O)OCC,i,19.8,2.7,-3.6,-13.4,1.4,1.8,-0.4,-6.6,-2.5
O=C(CCC(=O)c1ccc(F)cc1)Nc1cccc(S(=O)(=O)Nc2cccc(Cl)c2)c1,i,-11.0,-3.2,1.2,-5.7,5.4,-3.2,3.2,4.4,1.8
COn1c(-c2ccccc2)nc2ncccc21,i,-5.0,3.6,7.5,-20.9,2.2,2.5,-1.2,3.6,10.9
COc1ccc(NC(=O)c2cccs2)cc1OC,i,9.3,-2.5,7.2,-3.7,2.4,9.4,3.9,-47.6,2.7
CC(=O)N1c2c(cc(Br)cc2S(=O)(=O)Nc2c(C)n(C)n(-c3ccccc3)c2=O)CC1C (stereo unspecified),i,-2.3,-0.7,3.3,-29.2,4.9,1.5,-0.4,9.0,11.0
O=c1cc(-c2cc3ccccc3o2)c2cc(O)ccc2o1,i,17.2,2.1,-5.4,-13.7,-2.0,2.3,2.5,-22.4,22.8
O=C(NC1CC1)c1ccc(S(=O)(=O)NCC2CCCCC2)cc1,i,-4.1,-4.5,-6.0,-6.0,-2.4,-2.7,0.6,22.1,16.7

# Only part of the results is shown; count on the stated rates, not on these rows.
